# High-throughput results: PubChem, Sanford-Burnham Center for Chemical Genomics
# SENP7 inh – inhibitors of human SENP7 protease; Q9BQF6; recombinant SENP7, Z-RLRGG-aminoluciferin luminescence, 40 min; inhibition, % at 5 µM; 330,000 compounds, 1.5% hits; AID 434973;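 active = inhibition above about 50% at the single test dose, limit read from the data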;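 also: plate controls were DMSO with enzyme for no effect and no enzyme buffer wells for full effect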
# SENP6 inh – blocks the human protease SENP6; Q9GZR1; 330,000 compounds, 1.8% hits; Recombinant SENP6 catalytic domain, aminoluciferin luminescence; inhibition, % at 10 µM;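 active = inhibition above about 50% at the single tested dose, limit read from the data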;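 also: plate controls were DMSO wells with enzyme for no effect and DMSO wells lacking enzyme for full effect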
# Target sequence (Q9GZR1 628-1112 limits assumed): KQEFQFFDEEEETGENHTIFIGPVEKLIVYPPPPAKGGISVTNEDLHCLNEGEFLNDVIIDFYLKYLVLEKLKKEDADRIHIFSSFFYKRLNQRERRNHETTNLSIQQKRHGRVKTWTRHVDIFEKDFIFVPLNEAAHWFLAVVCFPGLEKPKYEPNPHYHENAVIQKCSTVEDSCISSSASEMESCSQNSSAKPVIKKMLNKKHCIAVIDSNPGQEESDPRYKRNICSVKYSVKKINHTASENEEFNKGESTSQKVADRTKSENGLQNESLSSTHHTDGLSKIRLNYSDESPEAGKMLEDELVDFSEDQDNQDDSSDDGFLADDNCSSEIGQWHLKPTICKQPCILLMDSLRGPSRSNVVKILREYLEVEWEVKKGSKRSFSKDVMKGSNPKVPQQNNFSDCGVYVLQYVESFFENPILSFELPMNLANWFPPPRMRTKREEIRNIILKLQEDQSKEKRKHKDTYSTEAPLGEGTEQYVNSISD
# HKDC1 inhibitor – HKDC1 (human) hexokinase inhibition. 340,000 compounds, 0.16% hits. inhibition, % at 20 µM. recombinant HKDC1, G6PDH/diaphorase resazurin coupled fluorescence. Q2TB90;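 active = inhibition above about 35% when tested at 20 µM, limit read from the data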;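 also: plate controls were DMSO wells with enzyme for no effect and DMSO wells lacking enzyme for full effect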
#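 Material: recombinant HKDC1 hexokinase; Amount: HKDC1 at 5 µg/mL; Medium: Tris pH 8.0 buffer with MgCl2, Tween-20, BSA, BME; Schedule: 90 min reaction incubation at room temperature, dark; Technique: coupled resazurin fluorescence, excitation 525 nm, emission 613 nm.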
# SENP8 block-1 – SENP8 protease inhibition; inhibition, % at 10 µM; AID 2540; 330,000 compounds, 1.2% hits; Q96LD8; purified SENP8, Z-RLRGG-aminoluciferin cleavage, luminescence; in the data active = inhibition above about 50%
# Target sequence (Q96LD8 whole entry, looked up): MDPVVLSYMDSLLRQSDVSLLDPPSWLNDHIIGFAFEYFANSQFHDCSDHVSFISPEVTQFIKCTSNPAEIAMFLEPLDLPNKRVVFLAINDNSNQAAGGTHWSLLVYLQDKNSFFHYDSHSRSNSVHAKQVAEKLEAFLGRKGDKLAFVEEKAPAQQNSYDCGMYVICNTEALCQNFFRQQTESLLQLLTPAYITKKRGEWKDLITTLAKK
# Apaf1 inhib – human Apaf-1 inhibition | 330,000 compounds, 0.71% hits | reconstituted apoptosome caspase-3 activity, DEVD-Rh110 fluorescence | O14727 | inhibition, % at 20 µM; active = inhibition of at least 40% at 20 µM;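 also: plate controls were DMSO wells for no effect and DEVD-CHO caspase inhibitor wells for full effect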
#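 Material: cell-free apoptosome with Apaf-1, procaspase-3 and caspase-9; Buffer or medium: Hepes pH 7.5 with detergent and BSA; Reagent: cytochrome c trigger plus (Z-DEVD)2-Rh110 caspase-3 substrate; Times: compound with Apaf-1, dATP, procaspase-3 30 min, then 50 min reaction, room temperature; Technique: Rh110 fluorescence intensity.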
# PfGluPho inh – PfG6PD (Plasmodium falciparum) enzyme inhibition | AID 504690 | inhibition, % at 20 µM | PfGluPho enzyme, NADPH resazurin-diaphorase fluorescence | 350,000 compounds, 0.78% hits;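 active = inhibition reaching at least a set limit at 20 µM in the primary screen, cut at about 59% in these data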;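 also: 0% = DMSO wells with substrate and 100% = DMSO wells lacking glucose-6-phosphate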
# SENP1 inh – blocks the human SENP1 SUMO protease catalytic domain; recombinant SENP1 catalytic domain, CyPet-SUMO1-YPet FRET cleavage; 360,000 compounds, 0.21% hits; inhibition, % at 10 µM;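 active = inhibition at least 30% at 10 µM, raw YFP signal under a set limit, fluorescence ratio 0.5 to 1.5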;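 also: 0% = enzyme with DMSO and 100% = no enzyme wells; some results filed as inactive read as strong as hits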
# Target sequence (Q9P0U3 419-644 limits assumed): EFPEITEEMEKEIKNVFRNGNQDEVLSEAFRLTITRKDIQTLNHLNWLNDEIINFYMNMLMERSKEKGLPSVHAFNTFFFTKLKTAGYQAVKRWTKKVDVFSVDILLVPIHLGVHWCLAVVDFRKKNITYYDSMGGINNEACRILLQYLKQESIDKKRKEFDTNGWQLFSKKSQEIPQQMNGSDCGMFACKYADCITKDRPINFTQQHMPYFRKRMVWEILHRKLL
#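 Assay system: hSENP1 catalytic domain, recombinant. Amount: SENP1 enzyme, 20 pM final. Schedule: 50 min reaction, RT, dark. Technique: FRET, CFP and YFP emission. Control set: no-enzyme wells low, DMSO-plus-enzyme wells high control.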
# SENP8 block-2 – inhibitors of human SENP8 protease | 360,000 compounds, 0.64% hits | recombinant SENP8, Nedd8 substrate fluorescence | AID 602440 | Q96LD8 | inhibition, % at 20 µM; in the data active = inhibition mostly above about 40%, no sharp cut-off; inactive = mostly below about 27%
# * marks the source's active call; other numbers are inactive results; / = not tested or not shown.
SMILES,SENP7 inh,SENP6 inh,HKDC1 inhibitor,SENP8 block-1,Apaf1 inhib,PfGluPho inh,SENP1 inh,SENP8 block-2
COc1ccc(C(C(=O)NCC2CCCO2)N(C(=O)CNC(=O)c2cccs2)c2ccccc2)cc1OC (stereo not drawn),-5,-24,-8,3,4,-2,1,19
CCOC(=O)c1c(C(=O)OCC)c(C)n(CCc2ccccc2)c1C,-6,-5,15,-2,3,12,-2,11
CCOC(=O)/C(=N\Nc1ccc(Cl)cc1)c1csc(Nc2ccccc2)n1,9,-4,5,5,-4,12,13,-18
Cc1ccc(NC(=O)C(c2ccccc2)N2CCN(C(=O)c3ccco3)CC2)cc1Cl (stereo not drawn),4,-7,4,-1,12,1,-1,7
Cc1cc(=O)oc(C)c1C(=O)NCCCN1CCN(c2ccccc2F)CC1,0,-4,-13,2,-10,0,0,13
COCCN1C(=NCCCOC(C)C)N[C@@H](c2ccccc2)C(C(=O)OC)=C1C,4,-10,-2,2,2,-5,-9,-3
Cc1cc(NC(=O)C(C)SCC(=O)OCc2ccc(Cl)cc2Cl)no1 (stereo not drawn),1,9,-2,3,3,-11,-1,15
Cn1c(=O)n(C)c2cc([N+](=O)[O-])c(N3CCN(S(=O)(=O)c4ccc(C(C)(C)C)cc4)CC3)cc21,5,-32,3,-1,6,2,-1,32
CN(C(=O)c1cccc(NC(=O)Cc2cccc(NC(=O)C3CCN(C(=O)C4CCC4)CC3)c2)c1)C1CC1,/,/,-6,/,/,-3,-1,-3
CCn1c(C)c(C)c2cc(C(=O)N3CCc4ccccc4C3)ccc21,5,-15,0,0,24,-1,-8,4
Cc1ccc(NC(=O)CN2C(=O)S/C(=C/c3ccc(-c4cc(C(=O)O)ccc4C)o3)C2=O)cc1C,-7,-6,43*,-3,42*,2,-34,-229
C[C@@]12C(=O)N(Cc3ccccc3)CC(=O)N1[C@H]1c3cc(Cl)ccc3OC[C@@H]1[C@@H]2c1ccccc1,-16,-12,2,-7,23,4,-1,-6
CCN(CC)C(=O)c1sc2nc(-c3cccs3)cc(-c3ccc(Cl)cc3)c2c1N,-7,-7,-2,-8,9,35,-17,-373
O=C(CN1C(=O)/C(=C\c2ccc(F)cc2)Oc2ccccc21)NCc1ccco1,-1,0,2,1,-4,0,-2,-267
COc1ccc(NC(=S)NC2CCCCC2)c(OC)c1,8,-2,0,2,10,2,-1,2
O=C(c1c(F)cccc1F)N1CCC(n2nnc3cc(C(F)(F)F)ccc32)CC1,-5,8,-4,-2,5,-10,-1,12
CCc1c(O)nc(SCC(=O)N(CC)CC)[nH]c1=O,4,-14,-2,3,-28,-4,3,7
COc1ccc(/C(C)=N/N=C(N)N)c(OC)c1,-5,-11,-7,-4,-2,1,5,35
CCCc1nc2ccccc2n1Cc1ccccc1OC,0,0,-2,-1,1,-17,3,5
CN(C)c1ccc(/C=N/NC(=O)c2cc(-c3ccc4c(c3)OCO4)n[nH]2)cc1,13,0,-3,-4,1,19,-63,-454
CN1CCN(c2nc3c(c(=O)[nH]c(=O)n3C)n2Cc2ccc(Cl)cc2)CC1,-3,-6,-2,20,2,-3,1,25
CCN(CC)S(=O)(=O)c1ccc(OC)c(NC(=O)OCc2ccccc2)c1,-9,-7,-2,-13,16,12,-1,1
COCCN1C(=O)N[C@@H](CCc2ccccc2)[C@H](C(=O)OC)[C@H]1C,7,3,2,5,6,-7,1,6
CCOC(=O)c1c(CN2CCCCC2)oc2ccc(O)cc12,1,-11,1,0,-5,-5,1,14
CCCNc1c(NS(=O)(=O)c2ccc3c(c2)CCCC3)c(=O)oc2ccccc12,-4,-11,0,-1,15,12,2,-20
CC(=O)Nc1c(C(=O)c2ccc(F)cc2)oc2ccccc12,-1,-3,9,-9,2,9,-1,-247
Cc1oc2cc(O)ccc2c(=O)c1-c1nncn1-c1ccccc1,8,7,3,-1,2,6,-28,-384
O=C(Nc1ccc(S(=O)(=O)Nc2nccs2)cc1)C1CCCCC1,-5,6,-12,-2,-17,-27,1,13
Cc1noc(C)c1CSCC(=O)NC1=NCCS1,8,-9,10,5,-2,3,-9,-2
CN(C)c1ccc(N2C(=NC(=O)C3CCCO3)SC3CS(=O)(=O)CC32)cc1 (stereo not drawn),3,-3,3,4,-4,5,0,12
CCOc1ccc(C(=S)NC2CCCCC2)cc1OCC,4,-22,-6,-4,3,65*,0,32
COc1ccc(NC(=O)O/N=C/c2c(C)nn(C(C)(C)C)c2C)cc1,1,2,4,-3,14,5,1,9
COc1ccc2c(c1)[nH]c1c(=O)n(/N=C/c3ccc(OC)c(COc4ccccn4)c3)cnc12,11,2,-12,8,-9,11,0,6
CCn1c(C)c(C(C)=O)c(N2CCN(c3ccc(OC)cc3)CC2)nc1=S,9,39,-2,9,4,17,8,33
N#Cc1cc2nc(O)c(O)nc2cc1[N+](=O)[O-],6,-3,5,10,-3,-35,-1,12
Cc1ccc(S(=O)(=O)NC(=S)NC2CCCCC2)cc1,3,-1,1,3,-22,-20,0,10
Cn1c(=O)cc(SCC(=O)N2CCCC2)c2ccc(Cl)cc21,-6,-1,9,-1,7,7,1,7
O=C(Nc1ccc2c(c1)Cc1cc([N+](=O)[O-])ccc1-2)C(F)(F)F,/,/,-6,/,/,6,-6,0
COc1cc(S(=O)(=O)NCC2CCCO2)c(OC)cc1Cl (stereo not drawn),4,-1,-3,0,-4,-3,0,23
O=C(Cn1cnc([N+](=O)[O-])c1)NCCc1ccccc1,-5,4,-1,-6,0,-13,2,16
Cc1ccc2[nH]c(C(=O)N3CCOCC3)cc2c1,5,-4,-1,-3,3,-13,0,1
COc1cc(C2C(=O)N(C3CCCC3)CC(=O)N2Cc2ccco2)ccc1OC(C)C (stereo not drawn),-1,-21,9,-4,-13,-4,-3,6
CC(C)c1ccc2[nH]c(O)c(N=NC(=O)c3cccc(S(=O)(=O)Nc4ccc(Cl)cc4)c3)c2c1,-6,-6,-4,-1,-14,-13,3,16
O=C(COc1ccc(Br)cc1CNC1CCCCC1)NCCc1ccccc1,-3,-18,-7,-2,-13,0,4,8
O=C1N(Cc2cccnc2)C[C@@H]2C[C@@H](c3cccc(OC4CCCC4)c3)N3CCC[C@@]123,4,12,6,-3,18,-10,0,-1
Cc1ccc2nc(N/N=C/c3ccco3)cc(C)c2c1,-16,-29,1,-10,17,64*,-10,-391
O=C(NCc1cccnc1)c1ccccc1NS(=O)(=O)c1ccc(F)cc1,-5,-23,-4,1,-12,-11,2,-52
C=CCN1C(=O)C(CC(=O)O)SC1=Nc1c(C)n(C)n(-c2ccccc2)c1=O (stereo not drawn),8,2,2,-6,-5,2,2,16
CCN(CC)c1ccc(/C=N/Nc2ccc(C)cc2)c(O)c1,/,/,6,/,/,53,-68,-93
O=C(Nc1ccccc1-c1nnn(CC(=O)N2CCCc3ccccc32)n1)c1ccc(Cl)cc1,6,1,-5,5,19,3,1,6

# (cont.)
SMILES,SENP7 inh,SENP6 inh,HKDC1 inhibitor,SENP8 block-1,Apaf1 inhib,PfGluPho inh,SENP1 inh,SENP8 block-2
O=C(CCc1nnc(CCCCc2ccccc2)o1)N1CCCC(O)C1 (stereo not drawn),6,12,-5,2,-3,0,3,13
O=C(c1cc(C(=O)N2CCOCC2)c2nc3ccccc3n2c1)c1cc(Cl)cc(Cl)c1O,4,-7,5,2,-8,15,3,-21
O=C(CN1CCN(c2ncccn2)CC1)N1CCc2ccccc21,7,-5,-10,-9,2,3,0,32
COC(=O)c1ccc(NC(=S)N2CCC(C(N)=O)CC2)cc1,0,-5,-11,-7,-7,24,1,8
O=C(NC1CCS(=O)(=O)C1)c1cccs1 (stereo not drawn),0,-14,-3,-5,-3,-14,1,13
O=S(=O)(NN1CCOCC1)c1ccc(Br)cc1,-7,5,1,2,-19,15,-1,9
COc1ccc(S(=O)(=O)NCC2(N3CCOCC3)CCCCC2)cc1OC,-2,-15,2,-6,2,-14,2,3
CSC(=Nc1ccccc1)Nc1ccccc1,2,3,0,5,-5,7,4,22
CN1CCN(C(=O)CCn2c(=O)c3cccn3c3cccnc32)CC1,7,-1,-3,2,-2,5,1,-28
CC1(C)CC(=O)C=C(NC2CCCC(O)C2)C1 (stereo not drawn),1,-3,-5,3,8,-12,2,18
Cc1ccccc1-c1noc(-c2ccccc2F)n1,96*,84*,-6,90*,1,4,1,19
COc1ccc(C(OCC(O)CN2CCC(O)CC2)c2ccc(OC)cc2)cc1 (stereo not drawn),0,6,0,2,0,-2,-1,1
Cc1cc(C(=O)OCC(=O)Nc2c(F)cccc2F)c(C)n1-c1ccccc1,8,-4,-7,-4,19,9,1,4
CCCc1cc(C(=O)NNC(=S)NCc2ccccc2)cs1,8,6,-7,3,-11,-11,0,2
CCOC(=O)C1CCCN(Cc2nc3ccc([N+](=O)[O-])cc3c(=O)n2-c2ccc(OC)cc2OC)C1 (stereo not drawn),0,0,-6,0,-8,37,1,15
Cc1cc(OCCn2cnc3ccccc3c2=O)ccc1[N+](=O)[O-],-5,-5,-7,-8,-7,0,0,25
CC(/C=N/NC(=O)c1cc(-c2ccncc2)nc2ccccc12)=C\c1ccco1,-5,6,4,-9,18,17,3,5
N#Cc1ccsc1NC(=O)c1ccccn1,-2,11,-1,-16,1,0,0,13
CCO[C@@H]1OC(C(=O)NC2CC2)=C[C@H](c2c[nH]c3ccccc23)[C@H]1CCCO,0,-6,-3,2,4,2,-5,8
O=C(c1cc2c(s1)CCCC2)N1CCN(c2ccccc2)CC1,2,-1,2,-4,18,3,-1,14
COc1ccc(OC)c(C2C(C(C)=O)=C(O)C(=O)N2c2ccc(O)cc2)c1 (stereo not drawn),-10,-24,-8,-1,17,-10,0,-7
CCOC(=O)C1CCCN(C(=O)c2ccc(CNS(=O)(=O)c3ccc(C)cc3)cc2)C1 (stereo not drawn),0,5,-7,3,0,-5,1,5
O=C1C=C(Nc2ccc(Cl)cc2)CC(c2ccco2)C1 (stereo not drawn),7,-12,-6,1,1,9,-51,-22
c1cc(CNC2C3CC4CC(C3)CC2C4)ccn1 (stereo not drawn),6,-17,-2,1,-2,-6,1,4
COc1ccc(OC)c(S(=O)(=O)Oc2ccc(N)c3ccccc23)c1,28,94*,18,72*,69*,41,13,-14
CC1(C)CC(=O)c2ccc(O)cc2O1,1,4,-2,4,-5,-5,-1,-15

# Not a hit list (roughly 3.6% active in at least one column).
